CHOP UPR activ = activators of apoptotic CHOP UPR arm, primary screen, cell-based, CHO-CHOP luciferase reporter, luminescence, uHTS; UPR activation; percent of tunicamycin response over DMSO baseline; activation, % at 10 µM; actives 0.34% (n = 330,000);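 active = at 10 µM dose, activation of 40% or more, normalized to positive control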;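 also: 100% = tunicamycin at 10 µg/mL and 0% = DMSO alone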
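Material: CHO-CHOP cells, stable luciferase reporter of PERK-eIF2a-CHOP signalling; quantity: 500 reporter cells seeded per well; buffer or medium: F12 medium containing 10% fetal bovine serum; compound: one dose, 10 µM in 0.5% DMSO; incubation: 6 h compound treatment, 37 °C; measured by: Steady-Glo luciferase luminescence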
tim23-1 inh = growth inhibitors of tim23-1 mutant yeast, primary screen, luminescence, uHTS; S. cerevisiae tim23-1 growth, BacTiter-Glo luminescence, 24 h; inhibition, % at 20 µM; actives 1.3% (n = 330,000); AID 463212, 2010;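 active = growth inhibition of the mutant yeast at or above 50%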;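 also: temperature-sensitive mutant grown at 25 °C; plate controls were DMSO-treated mutant yeast for no effect and medium wells lacking yeast for full effect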
TIM10 inh = growth inhibitors of isogenic TIM10 control yeast, primary screen, counter-screen for tim10-1 yeast inhibitor project, luminescence, uHTS. S. cerevisiae TIM10 strain growth, BacTiter-Glo luminescence, 24 h. inhibition, % at 10 µM. actives 1.4% (n = 330,000). AID 463195, 2010;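 active = inhibition of 40% or more at the single tested concentration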;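 also: wild-type TIM10 isogenic control strain grown at permissive 25 °C; 0% = DMSO yeast wells and 100% = minimal medium wells without yeast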
Mdm2-MdmX inh = inhibitors of human Mdm2-MdmX association, primary screen, cell-based, luminescence, split luciferase, SaOS-2, uHTS. SaOS-2 split-luciferase Mdm2/MdmX complementation. inhibition, % at 8 µM. actives 3% (n = 330,000);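 active = inhibition of at least 50% at 8 µM in the primary screen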
Target sequence (O15151 whole entry, looked up): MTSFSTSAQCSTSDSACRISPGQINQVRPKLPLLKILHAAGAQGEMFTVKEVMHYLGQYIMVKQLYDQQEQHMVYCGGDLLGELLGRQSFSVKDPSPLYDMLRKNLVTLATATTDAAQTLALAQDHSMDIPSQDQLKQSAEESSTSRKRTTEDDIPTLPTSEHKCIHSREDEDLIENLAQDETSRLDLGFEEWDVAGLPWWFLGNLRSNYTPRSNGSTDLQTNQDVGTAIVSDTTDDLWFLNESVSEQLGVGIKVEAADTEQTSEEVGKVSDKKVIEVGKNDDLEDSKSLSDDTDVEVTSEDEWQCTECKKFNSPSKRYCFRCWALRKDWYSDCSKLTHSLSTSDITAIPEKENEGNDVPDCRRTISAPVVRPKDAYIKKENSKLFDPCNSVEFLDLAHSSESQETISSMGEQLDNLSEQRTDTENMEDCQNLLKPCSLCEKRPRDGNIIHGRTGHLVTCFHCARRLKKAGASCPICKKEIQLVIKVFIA
Target sequence (Q00987 whole entry, looked up): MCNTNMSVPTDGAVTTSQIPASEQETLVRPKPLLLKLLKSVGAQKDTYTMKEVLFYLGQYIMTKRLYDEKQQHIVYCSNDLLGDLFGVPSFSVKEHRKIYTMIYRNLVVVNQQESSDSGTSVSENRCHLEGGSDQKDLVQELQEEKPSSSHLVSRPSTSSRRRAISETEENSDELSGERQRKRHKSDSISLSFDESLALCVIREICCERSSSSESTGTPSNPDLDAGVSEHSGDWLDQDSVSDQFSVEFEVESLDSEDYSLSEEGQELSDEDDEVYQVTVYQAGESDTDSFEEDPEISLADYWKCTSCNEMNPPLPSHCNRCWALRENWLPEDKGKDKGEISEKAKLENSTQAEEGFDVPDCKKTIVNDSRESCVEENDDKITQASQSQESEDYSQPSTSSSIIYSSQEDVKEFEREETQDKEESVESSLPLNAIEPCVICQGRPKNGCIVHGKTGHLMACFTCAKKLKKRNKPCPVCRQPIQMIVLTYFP
APJ antagonist = antagonists of human apelin receptor APJ, primary screen, CHO-K1 cells, beta-arrestin complementation, luminescence | actives 0.32% (n = 330,000) | AID 2521, 2010 | inhibition, % at 20 µM | P35414;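 active = inhibition above about 40% at 20 µM, limit read from the data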;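 also: cells challenged with 10 nM apelin-13 agonist together with compound; plate controls were apelin-13 plus DMSO wells for no effect and DMSO wells lacking apelin-13 for full effect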
tim10-1 inh = growth inhibitors of tim10-1 mutant yeast, primary screen, luminescence, uHTS; actives 2.2% (n = 330,000); S. cerevisiae tim10-1 ts strain growth, BacTiter-Glo, 24 h; inhibition, % at 20 µM;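 active = inhibition of at least 40%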;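 also: mutant grown at 25 °C; 0% = DMSO wells with yeast and 100% = wells holding no yeast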
APJ ag = agonists of human apelin receptor APJ, primary screen, CHO-K1 cells, PathHunter beta-arrestin, luminescence; P35414; 0% DMSO wells, 100% apelin; activation, % at 20 µM; actives 0.11% (n = 330,000);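 active = activation more than six SD over the plate average, tested at 20 µM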;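 also: 0% = DMSO alone and 100% = apelin-13 at 10 nM; some results filed as inactive read as strong as hits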
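Material: engineered CHO-K1 APJ arrestin reporter cells; amount: 1000 CHO-K1 reporter cells seeded per well; incubation: compound stimulation 90 min at 25 °C, detection 60 min; signal: luminescent beta-gal fragment complementation, chemiluminescent substrate; read-out basis: APJ agonist activity; controls: DMSO-only wells as negative, 10 nM Apelin-13 as positive control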
UPR XBP1 act = activators of adaptive XBP1 UPR arm, primary screen, cell-based, CHO-XBP1 luciferase reporter, luminescence, uHTS; IRE1-XBP1 UPR activation; percent of tunicamycin response, DMSO as zero; activation, % at 20 µM; actives 0.33% (n = 330,000);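 active = versus positive control, 20 µM dose yields 30% or more activation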;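 also: 100% = tunicamycin at 10 µg/mL and 0% = DMSO only wells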
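incubation = overnight seeding at 37 °C, 6 h compound treatment at 37 °C | assay system = CHO-XBP1 cells stably carrying IRE1-XBP1-driven luciferase reporter | input = 1000 cells per well | detection = luciferase luminescence | dosing = single point, 20 µM final compound, 1% DMSO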
CXCR6 inh = CXCR6 receptor inhibitors, primary screen, cell-based, beta-arrestin, luminescence, CHO-K1 PathHunter, 1536-well. C-X-C chemokine receptor type 6 (Homo sapiens), O00574. inhibition, % at 20 µM. actives 0.36% (n = 360,000). AID 602244, 2012; in the data active = inhibition above about 34%, passing the limit was not always enough;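 also: antagonist mode with CXCL16 agonist at 10 nM final; 0% = 10 nM CXCL16 with DMSO and 100% = unstimulated wells without agonist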
Active calls of the source: *. An excerpt; count on the stated rates, not on these rows.

SMILES	CHOP UPR activ	tim23-1 inh	TIM10 inh	Mdm2-MdmX inh	APJ antagonist	tim10-1 inh	APJ ag	UPR XBP1 act	CXCR6 inh
Cc1nn(-c2ccccc2)c2c1C(c1cccc([N+](=O)[O-])c1)N(c1ccccc1)C(=O)N2 (stereo unspecified)	1.2	3	-6	12	8	11	2	-3	1
CC1CCCC(NC(=O)C2c3ccccc3C(=O)N2Cc2cccs2)C1C (stereo unspecified)	2.2	15	12	18	13	20	-2	1	-6
O=C(O)c1ccccc1/C=N/N1CCN(C2c3ccccc3-c3ccccc32)CC1	0.0	13	16	0	8	11	0	-4	-7
COC(=O)CC1=C(C)C(=O)CC2C(C)(C)CCCC12C (stereo unspecified)	2.7	26	5	2	-22	18	-1	-2	1
CC1CCCCC1NC(=O)c1ccco1 (stereo unspecified)	0.6	-19	10	17	12	-4	-2	-4	1
Cc1ccccc1N(CC(=O)Nc1ccc(F)cc1)S(C)(=O)=O	1.4	3	4	-10	0	16	-1	0	1
CNC(=O)/C(C#N)=C/c1cccc(Oc2ccccc2)c1	5.5	91*	78*	9	-26	87*	9	-1	-5
CSc1ccccc1OCc1cc(C(=O)N(C)CCc2c(C)n[nH]c2C)no1	0.7	9	4	8	11	18	-4	-6	8
COc1cccc(CN2CCN(Cc3nc(C(C)C)cs3)CC2CCO)c1 (stereo unspecified)	-1.5	6	15	21	12	17	-5	-1	-16
COc1ccccc1NC(=O)c1cc([N+](=O)[O-])ccc1N1CCOCC1	1.6	4	-24	14	18	-2	-3	-1	-1
CN=C(NC(=O)Nc1c(C)cccc1C)NC(=O)Nc1c(C)cccc1C	-1.6	-1	-5	2	5	23	0	-1	7
Cc1ccc(C(=O)N/C(=C/c2cccs2)C(=O)NCC2CCCO2)cc1 (stereo unspecified)	-1.5	33	0	10	2	14	-2	-4	8
c1ccc2c(N3CCOCC3)nc(-c3ccncc3)nc2c1	1.5	26	-10	27	-17	19	1	6	1
Cc1ccc(OCC(=O)O/N=C(\N)c2ccccn2)cc1C	3.4	17	5	-79	-21	-34	-4	1	-1
CCC(NC(=O)Cc1c(C)c2ccc(OC)c(C)c2oc1=O)C(=O)NC(Cc1ccc(Cl)cc1)C(=O)O (stereo unspecified)	-1.9	-2	1	-4	1	13	3	-1	-1
CC1C2CC(C(CN(C)C)/C2=N/O)C1(C)C (stereo unspecified)	0.3	16	-5	6	8	44*	-2	-1	-1
CCCCc1n(CC(=O)c2ccc(Cl)cc2)c2ccccc2[n+]1C	-0.9	-5	9	-32	1	8	-1	-3	8
Cn1c(Cc2cccs2)nnc1SCC(=O)N1CCCc2ccccc21	-1.3	8	-8	1	-4	17	-5	1	-2
CC(=O)Oc1ccc(N2C(=O)c3cccc4c([N+](=O)[O-])ccc(c34)C2=O)cc1	29	67*	39	70*	34	29	-1	-8	16
CC(=O)N1CCN(C(=O)c2cc(=O)c3ccccc3o2)CC1	2.6	5	-12	3	11	-11	-5	-1	-6
O=C(Cc1cccs1)NCc1ccccc1	-0.1	15	-19	15	-1	-4	-1	4	3
Cc1ccc2nsnc2c1S(=O)(=O)N(Cc1ccco1)Cc1cc2cccc(C)c2[nH]c1=O	2.2	21	-6	35	-5	22	5	3	-2
CCC(=O)c1ccc(OCC(O)CN2CCN(S(=O)(=O)N3CCCCC3)CC2)cc1 (stereo unspecified)	-3.2	13	5	-6	14	22	0	-2	-6
O=C(CN1CCCCCC1)Nc1cccc([N+](=O)[O-])c1	0.1	3	3	-15	-6	-8	-4	2	-4
O=S(=O)(c1ccc(N2CCCC2)cc1)C(F)(F)F	4.1	21	6	-11	3	6	6	1	3
Cc1ccsc1C(=O)N1CCN(S(=O)(=O)c2cccc(F)c2)CC1	0.3	10	-5	7	4	1	-2	3	1
Cc1cc(Br)ccc1NC(=O)CN(C)C(=O)CSC(=S)N1CCCC1	-1.0	28	13	16	-4	23	2	-5	-10
COCn1c(-c2cccc(Br)c2)nc2ccccc21	2.9	41	14	5	4	10	-1	2	8
CCOc1ccccc1C(=O)N(Cc1cccs1)C1CCS(=O)(=O)C1 (stereo unspecified)	-2.9	0	-12	12	-18	4	-4	4	5
Cc1ccc2nc(C3CCCN(C(=O)NCc4ccccc4)C3)[nH]c2c1 (stereo unspecified)	2.8	-7	10	-23	-3	9	-4	-3	0
CC(C)COc1cccc(C(=O)Nc2ccc(N3CCOCC3)cc2N2CCOCC2)c1	0.0	17	12	9	6	13	-3	-5	-6
O=C(NCC1CC1)C1(C(F)(F)F)C/C(=C\Cc2ccccc2)CCCO1 (stereo unspecified)	0.5	12	-2	11	27	-3	1	-5	8
Cn1c(CSc2nc3ccc(Br)cc3[nH]2)nc2ccccc21	3.9	61*	41*	25	17	29	-3	3	4
Cc1onc(-c2ccccc2)c1-c1ccc(S(N)(=O)=O)cc1	0.2	-13	9	-2	3	-30	-3	-10	-4
COC(=O)CSc1nc(N)c(C#N)c(-c2ccc(O)cc2)c1C#N	1.3	-8	4	3	-15	-13	-2	1	-6
CC(C)(Oc1ccc(Cl)cc1)C(=O)NC1CCN(Cc2ccccc2)CC1	0.4	-4	-43	8	0	-32	-3	-1	-3
CC1(C)CC(=O)N(CC(=O)NCc2ccccc2)c2ccccc2S1(=O)=O	-1.8	16	0	0	14	14	-3	-1	1
O=C(Nc1ccc(Cl)cc1)N1CCSCC1	-0.7	14	-12	2	1	14	-3	-1	11
Cc1ccccc1CN1CCC(n2nccc2NC(=O)c2cccnc2)CC1	0.8	13	6	23	17	2	-4	-1	-1
CCn1nc(NS(=O)(=O)c2ccc(F)cc2)c2cc3cccc(C)c3nc21	-0.3	25	1	28	4	29	-4	-3	15
CSc1nc(=S)cc(C)[nH]1	-0.2	19	22	-21	-11	16	2	-1	0
NS(=O)(=O)c1ccc(N/N=C/c2cn(-c3ccccc3)nc2-c2cccs2)cc1	3.6	43	30	7	-22	30	2	5	-14
CC(C)N1CCc2c(sc(NC(=O)CCS(=O)(=O)c3ccccc3)c2C#N)C1	0.0	-17	3	14	6	-1	-3	-3	-2
N#Cc1cc2c(=O)n3ccccc3nc2n(Cc2ccco2)c1=NC(=O)c1ccco1	1.5	-2	-9	-1	-10	13	-3	0	11
Cn1c(=O)c2c(ncn2CC(=O)OCC(=O)Nc2cccc(Cl)c2)n(C)c1=O	-0.7	-1	-12	-5	4	-6	-2	0	4
O=C(NCCCNc1ccc([N+](=O)[O-])cc1Cl)c1ccccc1F	0.1	13	9	-20	-3	-2	-3	-1	4
CCn1c(Cl)c(C=O)s/c1=N\S(=O)(=O)c1ccccc1	-11	27	43*	100*	96*	34	0	-7	89*
Cc1ccc(C(=O)OCC(=O)NC(=O)c2cccn2C)cc1[N+](=O)[O-]	0.3	-26	-20	-18	14	1	-1	-3	7
CC1CCC2(CC1)NC(=O)N(CC(=O)NCc1ccc3c(c1)OCO3)C2=O (stereo unspecified)	0.0	-4	6	3	-21	-2	-2	0	-6
CC(C)C(C(=O)Nc1nccs1)c1ccccc1 (stereo unspecified)	-1.1	6	3	7	2	0	-1	2	-13
O=C(NCCc1ccccc1)C1CCN(S(=O)(=O)N2CCC3(CC2)OCCO3)CC1	-0.8	-16	-7	11	-6	-7	-2	-3	-1
COC(=O)[C@]1(C)N[C@H](c2ccc(SC3CCCCC3)c(OC)c2)[C@@H]2C(=O)N(C)C(=O)[C@@H]21	-0.3	18	15	-10	1	12	-2	2	-3
Cc1nc2ccccc2n1CC(O)Cn1c2ccccc2c2ccccc21 (stereo unspecified)	1.4	32	32	40	-43	35	-2	1	-8
Cc1noc(C)c1S(=O)(=O)N(CC(=O)NC(C)c1ccccc1)c1ccc(C(C)C)cc1 (stereo unspecified)	1.0	11	24	34	24	17	-1	-2	7
COc1ccc(NC(=O)Cn2nc(C(F)(F)F)c3c2CCCC3)c(OC)c1	-0.5	8	11	0	5	11	-3	0	-6
Cc1ccc(Nc2nnc(SC3CCOC3=O)s2)cc1 (stereo unspecified)	1.7	6	-7	-17	-12	14	-2	-2	2
NS(=O)(=O)c1ccc(N2N=C(c3ccccc3)CC2c2ccc(F)cc2)cc1 (stereo unspecified)	-2.4	18	8	18	5	26	-1	0	2
CN1C(=O)N(C)C2(c3ccccc3)NC(=O)NC12c1ccccc1 (stereo unspecified)	0.1	-8	0	24	9	7	-2	-3	-6
CC(=O)N(c1ccccc1)c1nc(/C=C/C(=O)Nc2c(C)cc(C)cc2C)cs1	1.0	-2	1	23	-2	3	-2	1	9
CCCCS(=O)(=O)/C=C\C=C/S(=O)(=O)CCCC	-12	43	59*	94*	69*	70*	-7	-10	78*
Cc1ccnc(NC(=O)c2cc(S(=O)(=O)N3CCCCC3)ccc2Cl)c1	0.6	25	2	9	12	28	5	-2	-7
C=CCn1c(=O)c(C(=O)NC2CC2)c(O)c2cc(OC)c(OC)cc21	-1.1	10	10	37	6	5	1	5	4
O=C(COc1c(Cl)cccc1Cl)NN1C(=O)CSC1=S	1.0	20	15	11	13	18	-2	-2	4

With a hit mark in APJ antagonist (from the list above):
Molecule	Mdm2-MdmX inh	APJ antagonist	CXCR6 inh
CCn1c(Cl)c(C=O)s/c1=N\S(=O)(=O)c1ccccc1	100*	96*	89*
CCCCS(=O)(=O)/C=C\C=C/S(=O)(=O)CCCC	94*	69*	78*

Exported as a markdown table: part of the list above.
| canonical_smiles | CHOP UPR activ | tim23-1 inh | TIM10 inh | Mdm2-MdmX inh | APJ antagonist | tim10-1 inh | APJ ag | UPR XBP1 act | CXCR6 inh |
| --- | --- | --- | --- | --- | --- | --- | --- | --- | --- |
| O=C(NCCCNc1ccc([N+](=O)[O-])cc1Cl)c1ccccc1F | 0.1 | 13 | 9 | -20 | -3 | -2 | -3 | -1 | 4 |
| CCn1c(Cl)c(C=O)s/c1=N\S(=O)(=O)c1ccccc1 | -11 | 27 | 43* | 100* | 96* | 34 | 0 | -7 | 89* |

Quoted from the results shown, 4 compounds:
SMILES	CHOP UPR activ	tim23-1 inh	TIM10 inh	Mdm2-MdmX inh	APJ antagonist	tim10-1 inh	APJ ag	UPR XBP1 act	CXCR6 inh
CN1C(=O)N(C)C2(c3ccccc3)NC(=O)NC12c1ccccc1 (stereo unspecified)	0.1	-8	0	24	9	7	-2	-3	-6
CC(=O)N(c1ccccc1)c1nc(/C=C/C(=O)Nc2c(C)cc(C)cc2C)cs1	1.0	-2	1	23	-2	3	-2	1	9
CCCCS(=O)(=O)/C=C\C=C/S(=O)(=O)CCCC	-12	43	59*	94*	69*	70*	-7	-10	78*
Cc1ccnc(NC(=O)c2cc(S(=O)(=O)N3CCCCC3)ccc2Cl)c1	0.6	25	2	9	12	28	5	-2	-7

Screening data as filed in PubChem BioAssay.
